EphA4 KYL inhibition – inhibitors of EphA4 binding to KYL peptide, primary screen, biochemical, colorimetric, mouse EphA4 (AID 689); 62,000 compounds, 0.1% hits; EphA4-AP binding to KYL peptide, pNPP A405; higher % means a stronger effect; inhibition, % at 10 µM; hits with a dose series show IC50 in µM; in the data active means a potency from the dose series; inactive means the rest, 99 in 100 with inhibition below about 22%
Starred values were filed as active, the others as inactive; & = joins results of further samples. A portion of the library (hit frequency here may not be typical).

Preview, 6 compounds:
compound,EphA4 KYL inhibition
Cc1noc(C)c1CSCC(=O)OCC(=O)N1CC(=O)Nc2ccccc21,-2.1%
Cc1ccc(/C=C2/C=C(c3ccc(Br)cc3)OC2=O)o1,9.8%
Cc1onc(-c2ccccc2Cl)c1C(=O)NC1CCS(=O)(=O)C1 (stereo unspecified),-14.2%
CN(C)C(=O)c1cn(N(C)c2ncc(C(F)(F)F)cc2Cl)c(=O)c2ccccc12,-23.7%
O=C(c1ccc2c(c1)OCCO2)C1CCN(C(=O)c2ccc(F)c(F)c2)CC1,-6.6%
Cc1ccc(S(=O)(=O)c2c(N)n(/N=C/c3ccco3)c3nc4ccccc4nc23)cc1,-3.2%

All compounds of this part, repeating the preview:
compound,EphA4 KYL inhibition
Cc1noc(C)c1CSCC(=O)OCC(=O)N1CC(=O)Nc2ccccc21,-2.1%
Cc1ccc(/C=C2/C=C(c3ccc(Br)cc3)OC2=O)o1,9.8%
Cc1onc(-c2ccccc2Cl)c1C(=O)NC1CCS(=O)(=O)C1 (stereo unspecified),-14.2%
CN(C)C(=O)c1cn(N(C)c2ncc(C(F)(F)F)cc2Cl)c(=O)c2ccccc12,-23.7%
O=C(c1ccc2c(c1)OCCO2)C1CCN(C(=O)c2ccc(F)c(F)c2)CC1,-6.6%
Cc1ccc(S(=O)(=O)c2c(N)n(/N=C/c3ccco3)c3nc4ccccc4nc23)cc1,-3.2%
CC(=O)Oc1ccc(N2C(=O)C3C4C=CC(CO)(O4)C3C2=O)cc1 (stereo unspecified),4.0%
CC(=O)Nc1ccc(-c2nnc(SCC(=O)c3ccc4c(c3)Cc3ccccc3-4)n2C)cc1,-3.2%
O=C(c1ccc2c(c1)OCO2)N1CCN(c2ccccc2)CC1,2.0%
CCCOc1ccc(N2C(=O)CC(N3CCN(c4ccccc4OC)CC3)C2=O)cc1 (stereo unspecified),11.3%

Next results follow:
compound,EphA4 KYL inhibition
Cc1csc(SCC(=O)Nc2ncc(Cl)c(C)c2Cl)n1,3.1%
COc1ccccc1NC(=O)c1cc(C(=O)O)ccc1C(=O)O,3.0%
Cn1c(=O)[nH]c(=O)c2c1nc(CN1CCOCC1)n2Cc1ccccc1,9.7%
Cc1ccc(/C(O)=C2\C(=O)C(=O)N(c3nccs3)C2c2cccc(Br)c2)cc1 (stereo unspecified),-6.0%
COc1ccc(OC)c(C2=NOC(C(=O)NCC3CCCO3)C2)c1 (stereo unspecified),22.4%
O=C(NCc1ccco1)c1ccc2c(=O)n(Cc3ccco3)c(SCC(=O)N3CCCC3)nc2c1,-0.7%
COC(=O)c1cc(Cl)c(NC(=O)c2cc3ccccc3o2)cc1OC,7.2%
CCn1c(Cc2ccccc2)nnc1SCC(=O)Nc1ccc2c(c1)OCO2,4.7%
Fc1cccc(Cl)c1CSc1nnnn1-c1ccc2c(c1)OCO2,4.3%
Cc1ccc2c(Cl)cc(Cl)c(OCC(=O)Nc3cc(C)on3)c2n1,-7.4%

(next part)
compound,EphA4 KYL inhibition
COc1ccc(CNC2CC(=O)N(C)C2=O)cc1 (stereo unspecified),-0.9%
N#Cc1ccc(C(=O)Nc2ccc(N3CCN(C(=O)c4ccco4)CC3)cc2)c(F)c1,-4.3%
c1ccc2nc(N3CCOCC3)c(N3CCOCC3)nc2c1,-11.8%
O=C(OCc1cc(=O)n2c(n1)sc1ccccc12)c1ccc2c(=O)n3c(nc2c1)CCC3,-6.4%
COC(=O)c1ccc(NC(=O)C(C)N2C(=O)c3cccc4cccc(c34)C2=O)cc1 (stereo unspecified),4.6%
COC(=O)c1cc(Cc2ccc(N)c(C(=O)OC)c2)ccc1N,2.9%
O=C(COc1cccc2ccccc12)NNC(=O)c1cccs1,-5.0%
CCCCc1ccc(-c2nc(-c3ccncc3)no2)cc1,-2.2%
CCCc1ccc2c(N)c(C#N)sc2n1,-0.5%
O=C(Nc1ccccc1)c1cccc(Br)c1,5.1%

The list continues.
compound,EphA4 KYL inhibition
O=[N+]([O-])c1ccc(Cl)c(/C=N/n2c(C3CCCCC3)n[nH]c2=S)c1,3.9%
CCCCN(CC)c1nc(N)c(C#N)c(CC#N)c1C#N,-4.5%
CCC(C)C(=O)Nc1nc(-c2ccc3c(c2)NC(=O)CO3)cs1 (stereo unspecified),-8.1%
CCn1c(=O)c(C(=O)CN2CCCc3ccccc32)c(N)n(Cc2ccccc2)c1=O,12.5%
COc1cc(/C=C2\C(=O)NC(=O)N(c3ccc(C)cc3)C2=O)ccc1OCc1ccc([N+](=O)[O-])cc1,-7.0%
O=C(c1ccco1)N1CCN(C(c2cccs2)c2nnnn2C2CCCCC2)CC1 (stereo unspecified),4.3%
Cc1ccc(CNC(=O)CC2C(=O)Nc3c2c(=O)n(C)c(=O)n3Cc2ccccc2)cc1 (stereo unspecified),-9.6%
Cc1onc(-c2c(Cl)cccc2Cl)c1C(=O)N1CCc2ccccc2C1,-7.5%
CC(C)Cn1c(N)c(C(=O)COC(=O)c2ccncc2)c(=O)n(C)c1=O,-11.7%
CC(=O)Nc1cccc(C(=O)OCc2ccc(C(=O)Oc3ccc(Cl)cc3)cc2)c1,4.6%

Next part:
compound,EphA4 KYL inhibition
COc1cccc(C(=O)N2CCN(c3ncccn3)CC2)c1,8.0%
CN(Cc1ccccc1)Cc1nc2c(c(=O)n(C)c(=O)n2C)n1Cc1ccc(F)cc1,-7.1%
CCCCCCOc1ccc(C(CC(=O)O)C(N)=O)cc1 (stereo unspecified),0.8%
Cc1cc(C)cc(N2C(=O)NC(=O)/C(=C\c3cc(Br)c(O)c([N+](=O)[O-])c3)C2=O)c1,-5.1%
COC(=O)C1=C(O)/C(=C/c2cc(C)n(-c3cc(Cl)ccc3Cl)c2C)N=C1C,-7.0%
Nc1nc(SCc2ccccc2Cl)nc2nc3c(cc12)CCCC3,-8.8%
COCCOC(=O)C1=C(C)NC(C)=C(C(=O)OCCOC)C1c1ccc(-c2cccc(Cl)c2)o1,-1.8%
Cc1ccc(S(=O)(=O)NC(C)(C)C(=O)O)cc1,-9.5%
COc1ccc(C2Nc3ccccc3C(=O)N2c2ccccc2)cc1COc1ccccn1 (stereo unspecified),-10.7%&6.1%
O=C1/C(=C/c2ccc3c(c2)OCO3)SC(=S)N1c1ccc(F)cc1,-1.2%

The list goes on (2 carried over from the part before).
compound,EphA4 KYL inhibition
COc1ccc(C2Nc3ccccc3C(=O)N2c2ccccc2)cc1COc1ccccn1 (stereo unspecified),-10.7%&6.1%
O=C1/C(=C/c2ccc3c(c2)OCO3)SC(=S)N1c1ccc(F)cc1,-1.2%
FC(F)(F)c1nnc2ccc(N3CCCCCC3)nn12,-4.6%
CC(=O)Oc1ccc2oc(=O)c3c(c2c1)CCCN3C(=O)CN1CCN(c2ncccn2)CC1,-8.8%
C=CC[N+]1(CC#CCOC(c2ccccc2)c2ccccc2)CCOCC1,-1.7%
O=C(CSc1ncn[nH]1)Nc1ccccc1Sc1ccc(Cl)cc1,-9.3%
Cc1cc(NS(=O)(=O)c2ccc(NC(=O)C(CC(C)C)N3C(=O)c4ccccc4C3=O)cc2)nc(C)n1 (stereo unspecified),-7.7%
Cc1csc(NC(=O)C2CCCN(S(=O)(=O)c3ccc(Br)s3)C2)n1 (stereo unspecified),10.7%
Cc1cc(=O)n(CC=C(Cl)Cl)c2ccccc12,-1.4%
O=C(CC1CCCC1)NCCc1cn2ccccc2n1,-13.3%
COc1ccc(S(=O)(=O)N2CCN(CC(=O)Nc3cccc(F)c3)CC2)cc1,7.7%
Cc1ccc(-n2[nH]c(C)c(C=Nc3ccc4[nH]c(=O)[nH]c4c3)c2=O)cc1C,-15.5%

New compounds follow
Compound	EphA4 KYL inhibition
COC(=O)c1ccsc1NC(=O)CN1CCN(Cc2ccc3c(c2)OCO3)CC1	-5.1%
CNC(=S)NNC(=O)c1sccc1OCc1ccccc1	-6.4%
O=C(O)C1CC=CCC1C(=O)N1CCCC1 (stereo unspecified)	-11.0%
CC(C)(C)NCC(O)COc1ccccc1C(C)(C)C (stereo unspecified)	-3.7%
Cc1ccccc1-c1nc(CN2CCC(C(=O)NCc3ccco3)CC2)c(C)o1	2.1%
COc1cc(C(O)P(=O)(OC2CCCCC2)c2ccc(N(C)C)cc2)cc(OC)c1OC (stereo unspecified)	6.0%
COc1ccc(C(=O)/C=C/N2CCCCC2)cc1OC	-16.4%
FC(F)(F)c1ccccc1NC(=S)NN1CCOCC1	1.0%
CCNC(=O)c1ccc(-n2nc(C)cc2-c2ccccc2)cc1	-12.8%
O=Nc1c(O)n(Cc2ccc(Cl)cc2Cl)c2ccccc12	-0.9%

Next compounds.
Compound	EphA4 KYL inhibition
C=CCSc1nc(NC)c2sccc2n1	-3.4%
Cc1[nH]c2ccccc2c1C(=O)CSc1nc2ccccc2[nH]1	-9.1%
Cc1ccc(C(C#N)c2ccc3c(C(F)(F)F)cc(C(F)(F)F)nc3n2)cc1 (stereo unspecified)	-11.3%
O=C(CN1CC(=O)Oc2ccccc21)NCc1ccco1	-7.5%
OC(CN1C2=NCCN2c2ccccc21)c1ccccc1 (stereo unspecified)	-29.8%
O=[N+]([O-])c1ccc(S(=O)(=O)Nc2cc(Cl)cc(Cl)c2)cc1	-5.6%
Cc1cc(Oc2ccccc2)nc(SCC(=O)Nc2ccccc2)n1	-10.0%
N=c1sc(Cc2ccccc2Cl)cn1CC(=O)c1ccccc1	5.4%
COc1ccccc1NS(=O)(=O)c1ccc(C(=O)OCC(=O)NCc2ccco2)cc1	9.7%
COC(=O)c1cc(Nc2nc3ccccc3nc2NS(=O)(=O)c2ccccc2)ccc1Cl	5.1%

Continuation:
Compound	EphA4 KYL inhibition
COc1cccc(C(=O)N(CN2CCCC2=O)c2cccc(Cl)c2)c1OC	-3.5%
Cc1cc(C(=O)COC(=O)c2ccc3c(c2)OCO3)c(C)n1Cc1cccs1	-2.8%
Cc1cccc(NC(=O)CCCN2C(=O)c3ccccc3C2=O)n1	-5.5%
CC(C)C(=O)NS(=O)(=O)c1ccc(N)cc1	-14.2%&-0.4%
CC1(C)CC(=O)C2=C(C1)Oc1ncn(Cc3ccco3)c(=N)c1C2c1ccccc1 (stereo unspecified)	3.2%
Cc1nc(CS(=O)c2ccc(Cl)cc2)cc(N2CCOCC2)n1 (stereo unspecified)	-6.0%
CCCCOc1ccc(NC(=O)c2cccc(OC)c2)cc1	0.0%
O=C(NCCCN1CCCCCC1)c1ccc2c(c1)NC(=O)C(N1CCOCC1)S2 (stereo unspecified)	5.1%
CN(C)C(CNC(=O)c1cccc(S(=O)(=O)N2CC3(C)CC2CC(C)(C)C3)c1)c1ccco1 (stereo unspecified)	3.1%
Cc1nnc2c3ccccc3c(-c3cccc4ccccc34)nn12	-6.7%

Later entries
Compound	EphA4 KYL inhibition
Fc1ccc(NC(=S)N2N=CCC2c2ccccc2)cc1 (stereo unspecified)	-2.0%
Nc1cc(-c2nn[nH]n2)ccc1F	-4.5%
O=C(CC1c2ccccc2Oc2ccccc21)NCCOc1ccccc1	-4.6%
Cc1ccccc1NC(=O)C1CCCN1S(=O)(=O)c1cccc2cccnc12 (stereo unspecified)	-2.0%
CS(=O)(=O)c1nc(-c2cccs2)cc(C(F)(F)F)n1	-8.6%
OCCN=C1CCCc2c1[nH]c1ccc(Br)cc21	-5.0%
O=C(COc1ccccc1Cl)Nc1ccc(O)cc1C(=O)O	-7.1%
O=C(CN1CCN(C(=O)c2ccco2)CC1)Nc1cc(C(F)(F)F)ccc1Cl	0.3%
COc1ccc(/C=N/Nc2nc(N3CCCC3)nc(N3CCCC3)n2)cc1O	-6.8%
Cc1cc(Cl)ccc1NC(=S)NCc1cccs1	-7.7%

Next part
Compound	EphA4 KYL inhibition
CCOC(=O)CSc1ncc(-c2ccccc2)cn1	-4.9%
CSCCC(NC(=O)c1ccc(Cl)cc1)C(=O)NC(C)(C)C (stereo unspecified)	-13.2%
CCCSc1nc2c(c(=O)n1CC)SC(C)C2 (stereo unspecified)	1.7%
O=C(O/N=C\c1ccc(N2CCCCC2)c([N+](=O)[O-])c1)c1ccc(Cl)cc1Cl	-3.1%
CC(=O)Nc1nc2nc(-c3ccccc3)cc(-c3ccccc3)n2n1	2.6%
COC(=O)Cn1c(CCC(=O)O)ccc1-c1ccccc1	-4.4%
CCOC(=O)c1cccc(NC(=O)CSc2nnc(-c3ccoc3C)n2CC)c1	-11.7%
CCOC(=O)N1CCN(C(=O)CCS(=O)(=O)c2ccc(Br)s2)CC1	-11.6%
CC1CCN(C(=O)c2cc(-c3ccccc3O)on2)CC1	6.8%
Cc1cc(=O)n2c3ccccc3n(CC(O)CN3CCCCC3)c2c1C#N (stereo unspecified)	-15.3%

Additional entries:
Compound	EphA4 KYL inhibition
Fc1ccc(-c2csc3ncnc(Nc4ccc(N5CCOCC5)cc4)c23)cc1	-5.7%
COc1ccc(C(=O)N/C(=C/c2ccc(OCCOc3ccccc3OC)cc2)C(=O)NCC2CCCO2)cc1 (stereo unspecified)	-11.2%
COc1ccc(N2CCN(C3CC(=O)N(Cc4ccc(N5CCCC5=O)cc4)C3=O)CC2)cc1 (stereo unspecified)	7.8%
C=CCN=C(NC#N)SCc1ccccc1	-17.5%
O=S(=O)(Nc1ccc(Oc2ncccn2)c(Cl)c1)c1ccc(F)cc1	-2.1%
CC(C)C(NC(=O)CSc1ccc(Cl)cc1)C(C)C	-0.5%
O=c1oc2ccccc2n1CCCCCn1c(=O)oc2ccccc21	3.7%
CCn1c(N)c(C(=O)Nc2ccccc2C(=O)OC)sc1=S	-8.9%
Fc1ccc(COc2ccc(/C=N/n3cnnc3)cc2)cc1	0.4%
CCOc1ccc(NC(=O)CN(c2ccc(C)cc2)S(=O)(=O)c2ccc(SC)cc2)cc1	4.3%

(continued)
Compound	EphA4 KYL inhibition
Cc1ccc(N(CC(=O)N2CCc3ccccc32)S(=O)(=O)c2cccs2)cc1	-10.7%
COc1ccc(C2C(C(=O)N3CCOCC3)=C(C)NC3=C2C(=O)CC(C)(C)C3)c(OC)c1 (stereo unspecified)	-2.7%
Cc1ccc(NC(=O)c2nc[nH]c2C(=O)N2CCCCC2)c(C(=O)c2ccccc2)c1	-1.9%
COc1ccccc1-c1cc(C(=O)N2CCN(c3ccccc3OC)CC2)no1	9.2%
Cc1noc(C)c1CSc1nc2ccccc2c(=O)n1-c1ccccc1	-4.7%
O=C1/C(=C\c2cccc(Br)c2)SC(=S)N1c1cccc(C(F)(F)F)c1	1.1%
COc1cccc(C2NC(=O)NC(C)=C2C(=O)Nc2cc(OC)ccc2OC)c1 (stereo unspecified)	-1.0%
